# Cav32 inh: inhibitors of human Cav3.2 T-type calcium channel. O95180. Cav3.2-expressing cells, Fluo-4 calcium fluorescence FDSS; stronger effect = lower value. B-score at 10 µM. hit rate 4% among 100,000;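 active = single-dose well whose peak fluorescence ratio is a statistical outlier from its plate by either plate-standardised score or position-corrected B-score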
# Target sequence (O95180 whole entry, looked up): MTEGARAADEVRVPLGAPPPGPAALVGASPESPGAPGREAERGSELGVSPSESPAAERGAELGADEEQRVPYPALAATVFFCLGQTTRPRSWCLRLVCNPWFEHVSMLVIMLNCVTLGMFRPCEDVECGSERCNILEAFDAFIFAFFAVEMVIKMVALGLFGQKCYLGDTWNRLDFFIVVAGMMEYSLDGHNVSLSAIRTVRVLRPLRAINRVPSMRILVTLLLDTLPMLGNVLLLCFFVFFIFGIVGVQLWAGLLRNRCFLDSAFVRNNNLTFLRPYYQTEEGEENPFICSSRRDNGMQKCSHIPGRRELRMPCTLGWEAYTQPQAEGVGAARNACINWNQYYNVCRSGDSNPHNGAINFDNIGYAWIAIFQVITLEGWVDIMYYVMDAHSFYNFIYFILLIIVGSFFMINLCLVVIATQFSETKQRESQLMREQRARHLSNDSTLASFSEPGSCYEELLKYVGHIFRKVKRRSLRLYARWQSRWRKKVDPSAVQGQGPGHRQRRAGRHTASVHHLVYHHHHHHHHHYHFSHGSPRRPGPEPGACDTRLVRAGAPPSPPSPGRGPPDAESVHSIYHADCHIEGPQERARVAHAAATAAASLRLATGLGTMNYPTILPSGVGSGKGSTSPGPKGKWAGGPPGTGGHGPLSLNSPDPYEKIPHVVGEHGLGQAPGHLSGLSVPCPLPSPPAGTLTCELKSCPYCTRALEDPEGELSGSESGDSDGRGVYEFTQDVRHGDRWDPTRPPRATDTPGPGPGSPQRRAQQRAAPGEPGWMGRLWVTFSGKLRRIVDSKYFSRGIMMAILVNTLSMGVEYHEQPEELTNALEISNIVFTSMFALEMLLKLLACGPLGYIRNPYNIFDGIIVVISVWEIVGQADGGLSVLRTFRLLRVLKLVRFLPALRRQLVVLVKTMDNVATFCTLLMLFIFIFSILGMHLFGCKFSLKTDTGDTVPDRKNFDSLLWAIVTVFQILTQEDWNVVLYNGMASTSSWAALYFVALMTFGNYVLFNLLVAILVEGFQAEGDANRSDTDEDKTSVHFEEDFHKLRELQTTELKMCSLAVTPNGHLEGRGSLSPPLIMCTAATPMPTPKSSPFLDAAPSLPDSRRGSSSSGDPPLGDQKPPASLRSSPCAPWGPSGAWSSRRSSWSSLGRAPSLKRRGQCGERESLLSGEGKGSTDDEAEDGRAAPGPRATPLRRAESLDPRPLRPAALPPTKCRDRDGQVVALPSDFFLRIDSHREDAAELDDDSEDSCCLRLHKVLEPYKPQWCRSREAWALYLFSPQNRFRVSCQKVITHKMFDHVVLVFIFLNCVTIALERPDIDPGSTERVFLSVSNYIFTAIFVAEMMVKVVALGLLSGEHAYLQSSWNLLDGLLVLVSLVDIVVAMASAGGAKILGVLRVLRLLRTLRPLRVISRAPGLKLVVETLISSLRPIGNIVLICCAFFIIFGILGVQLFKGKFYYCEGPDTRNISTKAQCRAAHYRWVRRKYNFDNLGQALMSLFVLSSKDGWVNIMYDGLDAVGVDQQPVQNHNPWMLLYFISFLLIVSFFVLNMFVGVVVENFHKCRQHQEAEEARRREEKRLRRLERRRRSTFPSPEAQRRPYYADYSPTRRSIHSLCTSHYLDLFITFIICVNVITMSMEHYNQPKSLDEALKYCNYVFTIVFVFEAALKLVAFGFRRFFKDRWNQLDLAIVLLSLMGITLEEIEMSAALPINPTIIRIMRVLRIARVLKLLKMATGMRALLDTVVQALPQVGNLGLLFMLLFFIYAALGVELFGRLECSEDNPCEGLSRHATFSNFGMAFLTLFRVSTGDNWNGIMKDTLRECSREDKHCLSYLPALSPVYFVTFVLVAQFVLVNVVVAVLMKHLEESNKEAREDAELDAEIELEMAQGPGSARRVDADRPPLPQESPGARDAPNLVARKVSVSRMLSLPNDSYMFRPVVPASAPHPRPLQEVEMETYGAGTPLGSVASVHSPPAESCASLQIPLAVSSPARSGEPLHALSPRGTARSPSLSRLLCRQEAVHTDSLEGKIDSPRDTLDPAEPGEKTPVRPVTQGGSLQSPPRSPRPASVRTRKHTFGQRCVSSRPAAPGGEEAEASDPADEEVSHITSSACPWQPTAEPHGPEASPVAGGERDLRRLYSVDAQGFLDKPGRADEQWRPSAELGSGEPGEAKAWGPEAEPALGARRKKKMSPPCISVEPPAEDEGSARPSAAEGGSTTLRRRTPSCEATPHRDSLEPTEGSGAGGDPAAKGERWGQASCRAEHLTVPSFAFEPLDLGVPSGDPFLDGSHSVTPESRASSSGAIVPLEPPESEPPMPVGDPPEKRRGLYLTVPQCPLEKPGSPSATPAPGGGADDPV
# * marks the source's active call; other numbers are inactive results. This is a subset. The share of hits here may be higher or lower than overall.
# A first look:
Cav32 inh	mol
-1.21	COC(=O)c1ccc(Cl)c(NC(=O)CSc2ncn[nH]2)c1
-0.0534	CCOc1ccc(-c2nnn(CC#N)n2)cc1OC
-0.0144	CC(C)C[C@@H]1NC(=O)[C@H](Cc2ccc(O)cc2)NC(=O)c2cc([N+](=O)[O-])cc(I)c2NCCC[C@@H](C(N)=O)NC1=O
0.141	O=C(Nc1ccccc1N1CCOCC1)c1cccs1
-0.148	NNC(=O)c1cnn(Cc2ccccc2)c1N
1.66	COC(=O)C1=C(C(=O)c2ccccc2)C(c2ccc(O)c(OC)c2)n2nnnc2N1 (configuration not stated)

# The listing, previewed entries included:
Cav32 inh	mol
-1.21	COC(=O)c1ccc(Cl)c(NC(=O)CSc2ncn[nH]2)c1
-0.0534	CCOc1ccc(-c2nnn(CC#N)n2)cc1OC
-0.0144	CC(C)C[C@@H]1NC(=O)[C@H](Cc2ccc(O)cc2)NC(=O)c2cc([N+](=O)[O-])cc(I)c2NCCC[C@@H](C(N)=O)NC1=O
0.141	O=C(Nc1ccccc1N1CCOCC1)c1cccs1
-0.148	NNC(=O)c1cnn(Cc2ccccc2)c1N
1.66	COC(=O)C1=C(C(=O)c2ccccc2)C(c2ccc(O)c(OC)c2)n2nnnc2N1 (configuration not stated)
-1.75	CCCOC(=O)c1[nH]c2c(c1C)C(=O)CC(c1cccs1)C2 (configuration not stated)
-0.0161	Cc1ccc(C(=O)NCC(=O)OCC(=O)c2ccc3c(c2)OCCO3)cc1C
-2.04	Cc1cccc2sc(NNC(=O)c3ccc(S(=O)(=O)N4CC(C)CC(C)C4)cc3)nc12 (configuration not stated)
0.00753	Cc1c(Cl)c([N+](=O)[O-])nn1Cc1ccc(C(=O)N/N=C\c2cc(Cl)ccc2O)o1
-0.288	O=c1[nH]c(CN2CCN(Cc3ccc4c(c3)OCO4)CC2)nc2ccccc12
-3.49	CC(C)CCn1c(Oc2ccc(Cl)cc2)nc2c1c(=O)n(C)c(=O)n2C
0.68	C/C(=N\NC(=O)CN1CCOCC1)C(C)(C)C
-0.0989	CCn1nnnc1SCC(=O)NC1CCCC1
0.162	Cc1ccc(OCC(=O)Nn2cnc3ccccc32)cc1
-3.13	CCCCNC(=O)c1sc(=S)n2c1[nH]c(=O)c1ccccc12
-1.02	CCc1cccc(C)c1NC(=O)c1cc(C)oc1C
0.0116	O=C(/C=C\c1ccccc1)Nc1nccs1
-0.0375	Cc1ccc(-c2cc(C(=O)Nc3cc(C)ccc3C)[nH]n2)c(O)c1
-1.02	COc1cccc(C(=O)NC2=NCCS2)c1OC
-0.998	O=C(NCC(F)(F)F)Nc1nnc(C(F)(F)F)s1
-1.38	O=S(=O)(NCCCCCNS(=O)(=O)c1ccccc1)c1ccccc1
-0.429	Cc1ccc(S(=O)(=O)N(CCC(=O)O)Cc2ccc(Cl)cc2)cc1
-2.7	O=C(c1ccc(Cl)cc1Cl)C1(n2cncn2)Oc2ccccc2C1O (configuration not stated)
1.44	COc1ccc(OC)c(S(=O)(=O)N(C)CC(=O)N2CCN(c3ccc(F)cc3)CC2)c1
0.0623	O=S1(=O)CCC(N2CCOCC2)C1 (configuration not stated)
-2.86	COC(=O)c1ccc(CSc2nc(-c3ccccc3)cs2)o1
0.636	Cc1nnc(SCc2ccc(F)cc2)s1
-2.21	CCn1c(=O)c(C(=O)NCc2ccc(OC)c(OC)c2)c(O)c2ccccc21
-3.39	CCC(c1ccccc1)c1nc(-c2ccccn2)no1 (configuration not stated)

# (list continues)
Cav32 inh	mol
1.29	Cc1ccccc1CS(=O)(=O)Cc1ccc(C(=O)NCc2ccccn2)o1
1.18	CCn1c(SCC(=O)N2CCCc3ccccc32)nnc1-c1ccco1
-1.9	CCN(C(=O)CSc1nc2nc(C)cc(C)n2n1)c1cccc(C)c1
-1.07	Cc1ccc(O)c(C2=NOC(O)(C(F)(F)F)C2)c1 (configuration not stated)
0.518	COc1cc(CO)cc(Br)c1OCc1cccnc1
-1.54	C/C(=C\C(=O)c1ccc(Cl)cc1)Nc1ccc(Br)cc1
-0.0525	Cc1ccc(F)cc1NC(=O)c1cccc2nccnc12
0.69	CCC(C)N(CCNC(=O)CC1Oc2ccccc2NC1=O)C1CCCCC1 (configuration not stated)
-4.77*	COc1cc(C)c(C(=O)Oc2cc(C)c(C(=O)O)c(O)c2)c(O)c1
1.25	Cc1ccc(OC2=NS(=O)(=O)c3ccccc32)cc1
0.4	CCOC(=O)CSc1ccc2nnc(-c3ccncc3)n2n1
0.773	CC(=O)N1CCN(c2nc3cc4c(cc3nc2NS(=O)(=O)c2ccccc2)OCCO4)CC1
-0.00327	FC(F)(F)c1nnc2ccc(N3CCCC3)nn12
-7.26*	CCOC(=O)CN1C(=O)C(O)(CC(=O)c2ccc3c(c2)CCCC3)c2ccccc21 (configuration not stated)
-0.00249	COc1cccc(C(=O)Cn2c(Br)nc3c2c(=O)n(C)c(=O)n3C)c1
-0.0305	CCCC(C)NNC(=O)c1cc2ccccc2[nH]1 (configuration not stated)
0.408	Cc1ccc(C(=O)Nc2nc(-c3cc(Cl)sc3Cl)cs2)cc1
0.0181	CCCCN(C(=O)CNC(=O)c1ccco1)C(C(=O)NC1CCCCC1)c1ccc(OC)cc1OC (configuration not stated)
-1.32	O=C1N[C@@H](Cc2ccccc2)C(=O)N2[C@@H]1C[C@@]1(Br)c3ccccc3N(S(=O)(=O)c3ccccc3)[C@@H]21
-0.893	FCCCOc1ccc(-c2ccnc(-c3ccccc3)n2)cc1
0.446	CN(C1CCCCC1)S(=O)(=O)c1ccc(-n2cnnn2)cc1
0.366	CCOC(=O)N1CCN(Cc2nc3c(c(=O)n(C)c(=O)n3C)n2Cc2cccc(C)c2)CC1
0.0512	CCOc1ccc(-n2nc(C(=O)NCCOC)c3ccccc3c2=O)cc1
2.99	Cc1cc(OC(=O)c2ccc(Cl)cc2Cl)nc(C)n1
-2	CCOC(=O)c1ccc(NC(=O)c2c(N)n(C)c(=O)[nH]c2=O)cc1
-0.109	CCOC(=O)C(CC)(CC)/C(C)=N/NC(=O)CC#N
-5.11*	CC(=O)N(Cc1ccc(F)cc1)C1=C(NCc2ccccc2)C(=O)c2ccccc2C1=O
0.406	C/C=C(\C)C(=O)NCCN1C2=NC[C@@H](Cc3ccccc3)N2C[C@H]1Cc1ccc(O)cc1
-0.131	CCc1cccc(NC(=O)CCS(=O)(=O)c2cccc3nonc23)c1
0.88	O=C(CN(Cc1ccccc1F)S(=O)(=O)c1ccc(Cl)cc1)NCCCO

# More compounds:
Cav32 inh	mol
1.08	c1ccc(Cn2ncc3c(NCc4ccco4)ncnc32)cc1
0.701	O=C(C1CCCN(Cc2ccncc2)C1)N1CCc2ccccc2C1 (configuration not stated)
-1.39	O=C(O)CCCCCNC(=O)c1ccncc1
-1.2	CCc1ccc2[nH]c(=O)c(CN(CCCO)C(=O)NCc3ccccc3)cc2c1
0.771	CC1(OC(=O)CCc2ccccc2)C(=O)C=C2C=C(c3ccc(C#N)cc3)N(C(CO)CO)C=C2C1=O (configuration not stated)
-0.118	Cc1cc(NC(=O)CCC(=O)N(c2ccccc2)C(C(=O)NCC2CCCO2)c2cccnc2)no1 (configuration not stated)
-0.342	CCOC(=O)c1cnc(-c2ccccc2)nc1N(C)C
0.889	Cc1cccc(OCCOc2ccc(/C=N/NC(=O)Cc3nnc(N)s3)cc2)c1
0.791	COc1ccc(CN/C(C)=C(/C#N)C(N)=O)cc1OC
0.179	O=C(O)C1C(C(=O)Nc2ccc(Cl)cc2)C2C=CC1C21CC1 (configuration not stated)
1.24	Cc1cc(C)cc(NC(=O)N2CCC(NC(=O)c3ccccc3C)CC2)c1
0.0992	COc1cc(C(O)c2nc3ccccc3n2C)cc(OC)c1OC (configuration not stated)
-0.0467	COc1ccc(OC)c2c1sc(=NC(=O)CN1C(=O)CCC1=O)n2C
0.717	Cc1occc1C(=O)N1CCCc2ccccc21
-0.334	O=C(NCC(c1cccnc1)N1CCN(c2ccc(F)cc2)CC1)c1ccco1 (configuration not stated)
-1.95	O=C1CC(c2ccc(Cl)c(Cl)c2)CC(O)=C1C=NCCN1CCNCC1 (configuration not stated)
-0.356	Cc1nn(CCc2n[nH]c(=S)n2-c2ccc(F)c(Cl)c2)c(C)c1[N+](=O)[O-]
-0.987	Cc1cccc(OCCOCCN2CCOCC2)c1C
0.661	CCOc1cc2[nH]c(=S)n(CCCN3CCOCC3)c(=O)c2cc1OCC
0.0275	CC1(C)Cc2c(c(=S)nc(-c3ccccc3)n2CCO)CO1
0.0469	CCOc1ccccc1C1CC(=O)NC2=C1C(=O)CCC2 (configuration not stated)
-1.06	Cc1cc(OCc2nc(-c3cccnc3)no2)c(C)cc1Br
-0.116	C#CCOCCOCCOCCNc1nc(N2CCN(C(=O)[C@H]([C@@H](C)CC)n3cc(CCCCN)nn3)CC2)nc(N2CCN(C(=O)[C@H](C)n3cc(CCC(=O)O)nn3)CC2)n1
-0.968	Cc1ccc(C(=O)COc2ccccc2C(=O)Nc2ccccc2)cc1
-1.81	Cc1ccc(C)c(-n2ccnc2SCC(=O)O)c1
-2.29	COC(=O)C1C(=O)c2c([nH]c(C(=O)OC3CCCC3C)c2C)CC1C (configuration not stated)
-3.3	CN(c1ccc(C(=O)NCCSCc2ccccc2)cc1)S(=O)(=O)c1ccccc1
0.18	O=Cc1cn(-c2ccccc2)nc1-c1cc2ccccc2oc1=O
-0.443	O=C(Cn1cnc2scc(-c3ccccc3)c2c1=O)N1CCOCC1
-0.803	O=C(CSc1nnnn1C1CCCC1)NCc1ccccc1

# (list continues)
Cav32 inh	mol
0.248	COc1ccccc1CC(=O)Nc1ccc(OC)c(OC)c1
0.1	CCCc1nc2ccccc2c(=O)n1/N=C/c1ccc(O)cc1
0.235	CCOc1ccc(NC(=O)CN(c2ccc(OC)cc2)S(C)(=O)=O)cc1
0.278	CCCNc1nc(C)nc2c1cnn2CCc1ccccc1
-0.0277	CC(=O)N(Cc1cc(=O)[nH]c2ccccc12)c1ccccc1
-3.51	COc1ccc(OC)c(NC2c3ccccc3C(=O)N2Cc2ccc3c(c2)OCO3)c1 (configuration not stated)
-4.99*	Cc1cc(C(=O)CN2C(=O)NC(c3ccccc3)(c3ccccc3)C2=O)c(C)n1Cc1ccccc1
0.596	Cc1nn(Cc2c(Cl)cccc2Cl)c(C)c1N
1.42	CCc1ccc(OCC(=O)N(C)CCC#N)c(Br)c1
-0.995	COc1ccccc1NC(=O)Cc1csc(NC(=S)Nc2ccc(C)cc2)n1
-0.00113	O=C(O)CCc1ccc(-c2ccc(F)cc2)n1NC(=O)c1ccco1
0.639	CCO[C@@H]1OC(C(=O)N2CCN(Cc3ccccc3)CC2)=C[C@H](C)[C@H]1CCCO
0.178	Cc1c(=O)n(OCc2ccccn2)c2ccccc2[n+]1[O-]
-1.44	Cc1nnc(N2C(=O)c3cccc4cccc(c34)C2=O)s1
0.43	NC(=O)CC(NC(=O)Cc1ccc(Cl)cc1)c1ccc(NC2CCCCC2)c([N+](=O)[O-])c1 (configuration not stated)
1.02	O=C(COc1ccc(Cl)cc1)NCc1nnc(SCC(=O)N2CCCCC2)o1
1.02	CN1CCN(CCCNC(=O)c2cc3c(-c4ccc(Cl)cc4)nn(C)c3s2)CC1
-1.99	O=C1c2ccccc2C(=O)N1Cc1cc(-c2ccccc2Cl)no1
0.466	C[C@@H]1C[C@@H]2OC(=O)[C@]3(C)[C@H]2[C@@H](OC3(C)O)[C@]2(C)C(=O)C=C[C@H]12 (some centres not stated)
1.88	O=C1CCCN1CCC1CCN(C(=O)Nc2ccccc2)CC1
0.306	CCOC(=O)CC(C(=O)OCC)P(=O)(c1ccccc1)c1ccccc1 (configuration not stated)
-1.47	C=C1CCN([C@@H](Cc2ccccc2)C(=O)NCCC(C)C)S(=O)(=O)c2ccccc21
0.483	COc1ccc2cc(C(=O)OC(C)C)sc(=O)c2c1OC
0.864	COc1ccc(C2(C(=O)N3CCCC3)CCOCC2)cc1OC
-3.69	CC1CCN(C(C)C(=O)Nc2ccccc2-c2ccccc2)CC1 (configuration not stated)
1.25	Cc1ccc(N=Nc2c(=O)[nH]n3c(C)cc(C)nc23)cc1
2.2	NC(=O)c1ccccc1NC(=O)CN1CCOCC1
0.0602	CCc1cc(Br)ccc1NC(=O)C1CCCO1 (configuration not stated)
0.0859	Cc1cc(OCC(=O)O)c2cccc(C)c2n1
-2.19	COc1ccc(S(=O)(=O)Nc2ccccc2C)cc1

# Look-ups from the list:
# CCc1cc(Br)ccc1NC(=O)C1CCCO1 (configuration not stated) – Cav32 inh: 0.0602
# C[C@@H]1C[C@@H]2OC(=O)[C@]3(C)[C@H]2[C@@H](OC3(C)O)[C@]2(C)C(=O)C=C[C@H]12 (some centres not stated) – Cav32 inh: 0.466

# Later entries.
Cav32 inh	mol
-1.98	C/C=C(/C)C(=O)O[C@@H]1[C@H](OC(C)=O)c2c(ccc3ccc(=O)oc23)OC1(C)C
-0.937	Cc1cc(C)c(OCC(=O)Nc2ccccc2N2CCOCC2)c(C)c1
0.15	CCOc1ccc(C(CC(=O)O)NC(=O)c2ccco2)cc1OC (configuration not stated)
-2.4	Cc1cc(Cl)ccc1OCCCC(=O)N1CCCCC1
-0.621	O=C1CCCC/C1=C/Nc1ccc(S(=O)(=O)Nc2ncccn2)cc1
-2.23	O=C(CCCC(=O)N1CCCc2ccccc21)N1CCCc2ccccc21
0.413	CCOc1cc(C2c3c(oc4cc(C)c(Cl)cc4c3=O)C(=O)N2Cc2ccco2)ccc1O (configuration not stated)
2.07	CN(C)CC(O)COc1ccc(-c2ccc(C#N)cc2)cc1 (configuration not stated)
0.826	CCCC(=O)Nc1nc2ccc(OC)cc2s1
-0.00915	O=C(Nc1cc(Cl)ccc1O)C1CCCO1 (configuration not stated)
1.03	CCOC(=O)c1cc2c(=O)n3ccccc3nc2n(CC(C)C)c1=NC(=O)c1ccco1
-1.04	CC(C)C1Oc2ccccc2N(CC(=O)NCCCN2C(C)CCCC2C)C1=O (configuration not stated)
-6.25*	CC(C)(C)c1ccc(CN2C3=NCCCN3c3ccccc32)cc1
0.14	COc1ccccc1N(CC(=O)Nc1c(C)cccc1C)S(C)(=O)=O

# Some of the entries so far, field by field.
O=C(CCCC(=O)N1CCCc2ccccc21)N1CCCc2ccccc21
  Cav32 inh: -2.23
C/C=C(/C)C(=O)O[C@@H]1[C@H](OC(C)=O)c2c(ccc3ccc(=O)oc23)OC1(C)C
  Cav32 inh: -1.98
O=C1CCCC/C1=C/Nc1ccc(S(=O)(=O)Nc2ncccn2)cc1
  Cav32 inh: -0.621

# Source: PubChem BioAssay
